VP16 counter = counter-screen for ROR gamma inhibitors: Gal4-VP16 reporter | Drosophila S2 Gal4-VP16 UAS-luciferase, luminescence, 20 h | Potency, µM (top dose mostly 53.6 µM), without a hit: at the top dose activity, negative = inhibition, hits mostly inhibitors | actives 3.5% (n = 310,000);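 also: Gal4-VP16 expression switched on by copper sulfate through the metallothionein promoter; potency is read from the fitted curve at half-maximal effect; % is scaled to controls: 0 for no effect and ±100 for the full control effect; nearly all actives have a fitted effect of over 50% in size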
FLuc counter = counter-screen for miR-21 project: firefly luciferase inhibitors or activators; P08659; purified FLuc, Km substrates, luminescence inhibition; Potency, µM (doses to about 57.5 µM), for inactives: at the top dose activity change, negative = inhibition, hits mostly inhibitors; actives 6.9% (n = 360,000); AID 588342;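 also: potency is read from the fitted curve at half-maximal effect; plate controls were vehicle for no effect and reference inhibitor for full effect; nearly all actives have a fitted effect of over 55% in size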
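Biochemical qHTS of compounds, final roughly 60 µM downward over six points, against 10 nM purified firefly luciferase using Km concentrations of substrates (10 uM D-luciferin, 10 uM ATP) in Tris acetate pH 7.5 buffer; luminescence output.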
NPC1 promoter act = activates the NPC1 promoter | Huh7 NPC1 promoter luciferase reporter, 24 h | Potency, µM (doses to about 9.22 µM), for inactives: top-dose activation, actives largely listed as activators | actives 2.4% (n = 320,000) | AID 485313;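 also: potency is read from the fitted curve at half-maximal effect; % of control where 0% means no effect; nearly all actives have a fitted effect of over 60% in size; reporter is driven by a mutant NPC1 promoter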
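Cells: Huh7 expressing luciferase under the NPC1 promoter, 1500/well. Seeded 2 h, compound added, incubated 24 h at 37 °C. Luciferase reagent, 10 min ambient, then luminescence.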
ELG1 genotoxic = inducers of genotoxicity in HEK293T ELG1-luciferase cells. HEK293T ELG1-luciferase reporter, luminescence, 16 h. actives 1.3% (n = 330,000). Potency, µM (top dose mostly 46 µM), for inactives: at the highest dose activity change, positive = activation, usual class: activators; also: potency is read from the fitted curve at half-maximal effect; % of control where 0% means no effect; nearly all actives have a fitted effect of over 60% in size
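Luminescence read-out: rising ELG1-luciferase signal, reflecting elevated ELG1 protein under genetic stress, flags genotoxic compounds. Cells were treated for 16 hr at 37 °C before ONE-Glo detection.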
RORgamma inh = blocks mouse ROR gamma transcriptional activity; P51450; Drosophila S2 Gal4-RORgamma UAS-luciferase reporter, 20 h; Potency, µM (titrated, usually from 53.6 µM), without a hit: top-dose activity change, negative = inhibition, actives largely listed as inhibitors; actives 5.4% (n = 310,000); also: potency is read from the fitted curve at half-maximal effect; % is scaled to controls: 0 for no effect and ±100 for the full control effect; nearly all actives have a fitted effect of over 60% in size
Target sequence (P51450 whole entry, looked up, the tested form may be a part): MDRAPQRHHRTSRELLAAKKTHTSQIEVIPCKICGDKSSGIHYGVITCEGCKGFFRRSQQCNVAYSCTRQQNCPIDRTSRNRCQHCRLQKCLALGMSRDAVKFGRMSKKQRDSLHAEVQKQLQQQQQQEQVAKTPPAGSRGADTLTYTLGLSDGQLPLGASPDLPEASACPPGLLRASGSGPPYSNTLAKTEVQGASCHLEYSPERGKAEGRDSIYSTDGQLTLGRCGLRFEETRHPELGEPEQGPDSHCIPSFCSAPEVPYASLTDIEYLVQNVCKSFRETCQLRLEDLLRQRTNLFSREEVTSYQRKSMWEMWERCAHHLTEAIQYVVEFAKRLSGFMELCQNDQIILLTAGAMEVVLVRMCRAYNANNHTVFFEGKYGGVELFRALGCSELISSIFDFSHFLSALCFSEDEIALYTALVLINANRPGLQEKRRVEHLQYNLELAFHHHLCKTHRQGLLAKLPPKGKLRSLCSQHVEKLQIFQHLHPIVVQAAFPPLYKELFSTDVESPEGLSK
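Schneider cells (Drosophila), stable Gal4 DBD–ROR gamma + UAS-luc; 1 hr cmpd preincubation; Cu2+ induction 700 uM final; 20 hr ambient; luminescence.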
Tb PFK block = inhibitors of T. brucei phosphofructokinase. T. brucei PFK, ADP-Glo luminescence. Potency, µM (doses to about 57.5 µM), without a hit: at the top dose activity, negative = inhibition, usual class: inhibitors. actives 0.17% (n = 330,000). AID 485367;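 also: potency is read from the fitted curve at half-maximal effect; 0% = uninhibited 1x PFK enzyme wells and -100% = no-enzyme wells; nearly all actives have a fitted effect of over 60% in size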
Target sequence (O15648 whole entry, looked up): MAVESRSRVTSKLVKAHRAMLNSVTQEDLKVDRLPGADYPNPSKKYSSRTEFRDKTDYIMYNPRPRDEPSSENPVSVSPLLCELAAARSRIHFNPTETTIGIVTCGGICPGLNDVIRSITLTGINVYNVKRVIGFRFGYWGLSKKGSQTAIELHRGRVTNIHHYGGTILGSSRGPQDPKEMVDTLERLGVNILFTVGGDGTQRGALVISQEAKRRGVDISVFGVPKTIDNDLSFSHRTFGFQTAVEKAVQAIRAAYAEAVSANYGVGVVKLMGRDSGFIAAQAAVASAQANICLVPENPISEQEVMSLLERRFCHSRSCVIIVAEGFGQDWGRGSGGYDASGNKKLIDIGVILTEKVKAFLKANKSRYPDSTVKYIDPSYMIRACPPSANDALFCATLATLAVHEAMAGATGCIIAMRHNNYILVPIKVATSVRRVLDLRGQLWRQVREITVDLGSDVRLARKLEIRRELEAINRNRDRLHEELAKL
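Activity is normalized to no-enzyme wells (full inhibition) and 1.25 nM enzyme wells (no inhibition). Reaction: 0.5 mM F6P, 0.1 mM ATP, 45 min RT, ADP-Glo luminescence; concentration-response curves fitted and classed by quality.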
uPA generation = blocks generation of uPA at the cell surface. cell surface uPA generation assay, qHTS. Potency, µM (top dose mostly 38.3 µM), without a hit: top-dose activity change, negative = inhibition, usual class: inhibitors. actives 0.31% (n = 330,000); active = well fitted inhibition curve with a large enough effect; inconclusive = small, poorly fitted or top-dose-only effect; inactive = no such curve, though single readings can be large or run the other way; tested in mouse RAW 264.7 cells; also: potency is read from the fitted curve at half-maximal effect; % is scaled to controls: 0 for no effect and ±100 for the full control effect; nearly all actives have a fitted effect of over 55% in size
Rab9 promoter act = activators of Rab9 promoter; Huh7 Rab9 promoter-luciferase reporter, luminescence, 24 h; Potency, µM (series often up to 9.22 µM), for the others: at the top dose activation, negative = inhibition, hits mostly activators; actives 2.8% (n = 320,000); also: potency is read from the fitted curve at half-maximal effect; % of control where 0% means no effect; nearly all actives have a fitted effect of over 60% in size
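Huh7 cells stably carrying a Rab9 promoter-luciferase reporter, 1500 cells per well in OP-MEM I with 10% FBS, treated with compound 24 hours at 37C. Luciferase activity read by luminescence after 10 minutes with Amplite reagent.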
KCNH2 3.1 inh = inhibitors of human KCNH2 3.1 potassium channel isoform. AID 720553. actives 0.95% (n = 340,000). activity change, % (tested at about 1.8 µM). U2OS KCNH2 3.1, thallium flux FluxOr; stronger effect = lower value;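 active = maximum activity change below -70%; inconclusive = maximum activity change from -70% to -50%; inactive = maximum activity change above -50%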;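 also: thallium influx rate constant from kinetic fluorescence after stimulation buffer; % is scaled to controls: 0 for no effect and ±100 for the full control effect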
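Thallium flux read-out: FluxOr dye with Red40 quencher in HBSS/HEPES, 45 min at RT. Rate constants from kinetic reads were normalized to positive and negative DMSO controls. Cells: U2OS virally expressing the 3.1 isoform.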
Giardia killer = Giardia lamblia killing; Giardia lamblia trophozoite viability; activity change, % at 7.66 µM, hits read low; actives 0.15% (n = 340,000); AID 540267; in the data active = activity change below about -80%; inconclusive = between about -30% and that limit;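 also: parasites exposed to compound for two days anaerobically before the ATP read; % is scaled to controls: 0 for no effect and ±100 for the full control effect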
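Luminescent ATP signal served as the viability read-out, measured 15-30 min after adding ATP detection reagent to trophozoites that had been incubated with compounds for 48 hrs at 37 deg C anaerobically at 100 cells/well.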
Coupling enz = counter-screen for Giardia aldolase inhibitors: coupling enzyme system | actives 0.67% (n = 290,000) | coupling enzyme system counterscreen, AmpLite Red fluorescence | AID 2472 | activity change, negative = inhibition, % at 58.2 µM, hits read low; in the data active = activity change below about -30%; also: % is scaled to controls: 0 for no effect and ±100 for the full control effect
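Final compound at 57.5 uM, incubated 10 min at RT with coupling enzyme reagent (glyceraldehyde-3-phosphate), then 20 min with substrate and AmpLite Red detection. Fluorescence read at 525/598 nm; tests interference with the coupling assay, not aldolase inhibition.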
The depositor's hits bear a star; ? = inconclusive; · = no result given; [ ] = dose if it differs, or a comment. Unless noted, calls follow the shape of the dose curve; as a rule, active = well fitted curve in the direction sought with a large enough effect; inconclusive = small, poorly fitted or top-dose-only effect, or another doubt; inactive = no such curve, though single readings can be large; an effect the other way counts as inactive or inconclusive.

SMILES	VP16 counter	FLuc counter	NPC1 promoter act	ELG1 genotoxic	RORgamma inh	Tb PFK block	uPA generation	Rab9 promoter act	KCNH2 3.1 inh	Giardia killer	Coupling enz
O=C(O)CCC(=O)N1CCC[C@H]1C(=O)O	-6.5%	-0.6%	1.6%	-4.1%	10.4%	-3.4%	1.3%	0.7%	-5.9	8.5	-1.6
Cc1c(NC(=O)C(C)OC(=O)CCC2CCCC2)c(=O)n(-c2ccccc2)n1C (stereo not given)	9.2%	2.1%	0.3%	1.9%	-1.7%	-1.9%	34.1%	2.6%	-15.6	-8.7	2.5
COc1ccc(OCCSc2nc(N)cc(N)n2)cc1	0.2%	21.3µM*	3.98µM*	0.731µM*	24.5%	11.9%	-0.2%	3.98µM*	-10.5	-10.4	-13.9
CCCCn1c(N)c(N(CCOC)C(=O)c2ccc(F)c(S(=O)(=O)N3CCOCC3)c2)c(=O)[nH]c1=O	·	-0.2%	0.1%	-6.4%	·	-1.2%	-2.9%	-1.1%	8.4	-8.2	·
O=C(OCn1nnc2ccccc2c1=O)c1ccc(Br)o1	-6.0%	-0.9%	-6.9%	0.8%	30.9%	-0.7%	5.8%	8.2%	9.8	13.5	5.6
Cn1c(=O)c2c(nc(N3CCc4ccccc4C3)n2Cc2ccc(Br)cc2)n(C)c1=O	-1.5%	9.6%	-2.5%	-0.8%	-12.9%	0.1%	-2.3%	-2.4%	-7.2	4.5	1.6
CCN1CCN(S(=O)(=O)c2cc(OCC(=O)NC3CCCCC3)c(C)cc2Cl)CC1	-0.5%	5.2%	-22.2%	2.8%	7.4%	-2.2%	-13.8%	-22.7%	-5.5	34.9[activator]	1.5
C=CCn1c(=S)[nH]c2ccc(Br)cc2c1=O	3.16µM*	2.1%	-0.2%	-13.9%	2.82µM*	2.2%	-5.3%	-4.2%	24.9	6.4	2.4
Cc1cccc(C(=O)NNC(=O)C2CCN(C(=O)OC(C)(C)C)CC2)c1	0.1%	4.9%	-0.2%	-1.0%	-1.4%	-1.0%	2.7%	-0.7%	-8.2	-13.8	0.0
CCC(Oc1ccccc1F)C(=O)NCCN1CCOCC1 (stereo not given)	8.6%	1.2%	-1.0%	4.2%	-2.1%	-3.8%	0.9%	4.0%	1.6	10.3	1.4
CC(NC(=O)CCc1ccccc1)c1cc2c(cc1Cl)OCCO2 (stereo not given)	-13.3%	0.1%	-5.1%	3.5%	34.7%	-0.8%	-2.2%	-5.7%	7.4	-20.1	-0.6
COc1ccc([N+](=O)[O-])cc1NCc1ccco1	-0.2%	4.9%	2.6%	9.7%	4.8%	-0.3%	-6.2%	0.6%	-7.4	12.8	-2.0
CC[C@H](C)[C@H](NC(=O)[C@H](Cc1ccc(O)cc1)NC(=O)[C@@H](N)C(C)C)C(=O)N[C@@H](Cc1cnc[nH]1)C(=O)N1CCC[C@H]1C(=O)N[C@@H](Cc1ccccc1)C(=O)O	2.6%	5.0%	0.0%	0.8%	7.2%	-0.5%	-2.6%	-1.6%	-5.7	-4.9	3.7
CC(=O)c1ccc(OC(=O)CCN2c3ccccc3Sc3ccccc32)cc1	2.2%	-4.0%	-0.1%	0.0%	?	-1.8%	3.8%	-0.3%	6.3	-23.5	-0.7
COc1cccc(Oc2ccc(C(F)(F)F)cc2NC(=O)CCc2nc3ccccc3c(=O)[nH]2)c1	29.6%	?	-5.3%	10.1%	27.7%	-1.2%	?	18.3%	-10.4	8.1	·
CCOC(=O)N1CCC(NC(=O)C(NC(=O)C2CCCCC2)C(C)C)CC1 (stereo not given)	-7.3%	2.9%	-0.6%	4.4%	-17.8%	-4.3%	·	7.3%	·	·	-2.0
CN(CC(=O)Nc1ccc(F)cc1)C(=O)C1CCN(S(=O)(=O)c2ccc3c(c2)OCCO3)CC1	·	2.3%	-4.2%	1.5%	·	-9.2%	1.6%	-3.3%	0.0	15.0	·
CCCCN1C(=O)C(O)=C(C(C)=O)C1c1ccc(OC)cc1OC (stereo not given)	-2.8%	-7.4%	-0.3%	-2.7%	-4.8%	-1.1%	1.1%	-2.5%	4.0	17.9	-5.1
COc1ccc(/C=C/c2nc(-c3ccccc3O)n(-c3ccccc3)n2)cc1	-14.5%	?	0.5%	8.7%	8.1%	-3.4%	1.1%	-0.4%	-15.9	5.6	3.1
COc1ccccc1Cn1c(=O)c2ccccc2n2c(SCc3csc(C)n3)nnc12	-0.9%	-4.1%	3.1%	-9.7%	19.9%	5.5%	-6.0%	3.5%	4.2	-11.8	1.8
CCOc1ccccc1CNC(=O)C(C)n1nc(C)c2c(C)n(-c3ccccc3)nc2c1=O (stereo not given)	-4.1%	-1.2%	-7.5%	-7.6%	-24.7%	-5.8%	-5.6%	0.4%	5.5	2.5	·
Cc1noc(C)c1NC(=O)Nc1cccc2c1O[C@H](CN(C)C(=O)Nc1ccccc1)[C@@H](C)CN([C@H](C)CO)C2=O	·	·	·	-0.8%	·	3.2%	4.4%	·	-6.3	8.1	·
C[C@]12c3[nH]c4ccccc4c3CCN1C(=O)C(CC(=O)NCc1ccco1)C[C@@H]2C(=O)N1CCCCC1 (stereo not given in full)	·	·	·	1.3%	·	0.0%	6.31µM*	·	-4.6	4.1	·
CCOC(=O)c1sc(NC(=O)CN2CCN(c3ccc(OC)cc3)CC2)nc1C	2.1%	5.7%	-1.7%	-11.3%	27.5%	1.6%	-4.8%	-2.8%	14.8	10.0	0.9
CC(C)c1cc[n+](-c2nc([O-])sc2C=O)cc1	-2.5%	2.5%	0.1%	-1.2%	-3.8%	-3.5%	4.5%	-2.4%	-5.5	-2.1	-40.2*
CC(OC(=O)Cc1ccccc1[N+](=O)[O-])C(=O)NC(=O)NC1CCCCC1 (stereo not given)	·	4.6%	-0.3%	11.3%	·	-8.3%	-1.8%	0.8%	-6.0	-11.7	·
Cc1ccc(S(=O)(=O)N2CCc3c2cc([N+](=O)[O-])cc3[N+](=O)[O-])cc1	5.3%	-1.2%	0.4%	-6.6%	13.0%	-3.3%	-8.8%	-1.8%[1.84 µM]	14.5	1.0	-4.1
CC(C)(C)c1csc(NC(=O)CSc2nc3ccccc3c(=O)[nH]2)n1	-2.5%	0.5%	8.3%	-6.6%	-20.7%	-0.6%	·	26.7%	-8.2	0.4	-0.3
O=C(NC1CCN(Cc2ccccc2)CC1)c1ccc2c(c1)[nH]c(=O)n2Cc1ccc(F)cc1	6.1%	2.6%	-0.4%	-0.1%	-10.5%	5.6%	-1.4%	-4.6%	-7.1	3.7	9.2
Cc1nc(SCC(=O)c2cccs2)c2oc3ccccc3c2n1	?	9.53µM*	?	?	19.6%	0.9%	-5.3%	3.98µM*	-4.8	-12.5	7.2
CCCCCCCNC(=O)c1cc(-c2ccncc2)nc2ccccc12	2.8%	-5.3%	-2.9%	-7.0%	22.8%	-13.7%	4.2%	-6.6%	-20.6	5.4	-1.3
CC(C(=O)N1CCN(C(=O)c2ccco2)CC1)N1C(=O)NC2(CCCCC2C)C1=O (stereo not given)	·	0.7%	-7.5%	-0.7%	·	-13.3%	-0.5%	7.4%	1.5	-16.1	·
CCOC(=O)N1CCN(c2c(N3CCN(c4ccc(F)cc4)CC3)c(=O)c2=O)CC1	-9.0%	1.7%	1.2%	-4.1%	0.6%	1.5%	-7.7%	-1.1%	-11.5	5.8	-0.3
Cc1c(C(=O)N2CCN(Cc3cccs3)CC2)oc2ccccc12	·	·	-5.9%	0.8%	·	0.1%	-2.7%	0.4%	-9.1	-6.0	·
CCN(C[C@H]1N[C@@](CC)(C(=O)OC)[C@H]2C(=O)N(C)C(=O)[C@@H]12)C(=O)Nc1ccc(OC)cc1	·	·	·	1.7%	·	8.2%	-0.8%	·	-6.4	-13.9	·
O=C(CSc1nnc(-c2ccncc2)o1)N1CCCC1	4.2%	3.0%	2.3%	1.8%	3.5%	-3.4%	2.4%	23.7%	7.0	-4.3	0.0
COc1ccc(-c2ccc(C(=O)C3CC3)cc2)cc1	0.1%	1.51µM*	2.82µM*	2.91µM*	24.0%	-0.8%	-2.1%	1.78µM*	-13.6	-1.8	1.3
CCC1(c2ccccc2)NC(=O)N(CC(=O)NC2CCCC2)C1=O (stereo not given)	·	1.8%	8.6%	0.7%	·	-6.2%	-1.4%	2.2%	6.8	17.3	·
Cc1sc(NC(=O)CN(C)C2CCCCC2)nc1-c1ccc2c(c1)CCN2S(=O)(=O)c1ccccc1	-2.4%	-1.0%	-5.7%	-3.5%	?	3.3%	·	-14.9%	·	·	-0.3

Compound activity deposited in PubChem BioAssay by National Center for Advancing Translational Sciences (NCATS).

Compounds were not picked by outcome; about 14% have a hit in one of these screens.
